# TRPML3 agonist: agonists of human TRPML3 channel. 0.29% of 220,000 active. HEK293 TRPML3-YFP, Fluo-8 calcium fluorescence; 100% = the carbachol control signal. activation, % at 3 µM;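 active = activation above its plate's cutoff, the mean activation of the plate's test wells plus 3 SD, cut at about 12% in these data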;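 note: 0% = DMSO only wells and 100% = carbachol wells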
#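 system = HEK293 cells stably carrying human TRPML3-YFP | doses = one concentration, 3 µM nominal, 0.3% DMSO | timing = dye loading 1 h 37 °C then 30 min ambient, 125 s read | detection = Fluo-8 calcium dye fluorescence, ex 470-495, em 515-575 nm | benchmarks = high control carbachol 87 µM, low control DMSO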
# TRPN1 ag: zebrafish TRPN1 (NompC) channel agonism. HEK293 zebrafish TRPN1-YFP, Fluo-8 calcium fluorescence; 100% = response to 87 µM carbachol. activation, % at 3 µM. 0.18% of 220,000 active;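 active = activation above its plate's cutoff, the mean activation of test wells on that plate plus 3 SD, cut at about 19% in these data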;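 note: 0% = DMSO alone and 100% = 87 µM carbachol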
#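 Material: zebrafish TRPN1-YFP in HEK293 cells; Doses: single test compound dose, 3 µM nominal, 0.3% DMSO; Timing: dye loading 1 h at 37 °C, then 30 min room temperature; Technique: intracellular calcium fluorescence with Fluo-8; Benchmarks: high carbachol 87 µM, low DMSO alone.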
# S1P4 ag: human S1P4 receptor agonism; O95977; AID 1509; 0.35% of 220,000 active; S1P4-expressing cell line, agonist reporter assay; activation, % at 4.98 µM; in the data active = activation above about 11%;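 note: 0% = DMSO vehicle and 100% = reference agonist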
# Target sequence (O95977 whole entry, looked up): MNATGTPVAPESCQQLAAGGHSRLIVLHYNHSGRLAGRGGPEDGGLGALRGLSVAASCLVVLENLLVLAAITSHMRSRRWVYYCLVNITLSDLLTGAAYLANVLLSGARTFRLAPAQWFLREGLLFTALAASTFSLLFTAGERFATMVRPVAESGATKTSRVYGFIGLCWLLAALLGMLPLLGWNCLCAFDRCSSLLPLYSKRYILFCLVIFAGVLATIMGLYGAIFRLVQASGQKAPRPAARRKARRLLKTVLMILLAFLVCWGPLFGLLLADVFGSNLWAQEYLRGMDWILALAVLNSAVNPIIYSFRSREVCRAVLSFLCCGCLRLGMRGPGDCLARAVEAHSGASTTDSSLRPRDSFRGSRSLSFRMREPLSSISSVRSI
# BaF3 tox: parental Ba/F3 viability inhibition as JAK2V617F counter-screen. CellTiter-Glo ATP luminescence. inhibition, % at 5.6 µM. AID 1486. 1.1% of 220,000 active;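 active = inhibition above a per-campaign cutoff, the mean inhibition of all tested compounds plus 3 SD, cut at about 27% in these data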;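 note: 0% = DMSO wells and 100% = JAK Inhibitor I control wells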
# PERK inhibitor: blocks human PERK kinase | Q9NZJ5 | CHO PERK-DD fusion, SEAP luminescence translation reporter | inhibition, % at 5.6 µM | 0.17% of 220,000 active;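 active = inhibition above the mean inhibition of all tested compounds plus 3 SD, set separately per screening campaign, cut at about 2.9% in these data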;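 note: PERK kinase domain activated by AP20187 dimerizer at 100 nM; 0% = DMSO with dimerizer and 100% = rapamycin at 8.4 µM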
# Ba/F3 V617F tox: reduce viability of Ba/F3 cells dependent on JAK2V617F; inhibition, % at 5.6 µM; 1.1% of 220,000 active; Ba/F3 EpoR-JAK2V617F viability, ATP luminescence;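 active = inhibition above the campaign mean plus 3 SD over all tested compounds, cut at about 24% in these data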;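 note: cytokine-independent growth of Ba/F3 cells driven by EpoR plus mutant JAK2; 0% = DMSO-treated cells and 100% = JAK inhibitor I control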
# S1P4 antag: blocks the human S1P4 receptor; 0.26% of 220,000 active; S1P4-expressing cells, antagonist mode, reporter read-out; inhibition, % at 4.98 µM; AID 1510; in the data active = inhibition above about 29%;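 note: 0% = wells stimulated with agonist and 100% = vehicle wells without agonist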
# m-calpain inh: calpain II (pig) inhibition; 0.37% of 220,000 active; purified calpain II, fluorogenic peptide substrate, 30 min; inhibition, % at 16 µM; AID 1236;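 active = inhibition above about 50%, limit read from the data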
# EP2 mod: modulates human prostaglandin E2 receptor EP2 signaling; P43116; EP2-expressing cells, cAMP HTRF FRET, PGE2 co-stimulation; induction, % at 25 µM; 0.83% of 260,000 active; AID 940;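 active = compounds whose cAMP rise, as percent of the full-agonist control response, exceeds 60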;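 note: rat C6 glioma line stably carrying human EP2 under a CMV promoter; the protocol text gives 20 µM as final concentration; 100% = response of wells given 1 µM PGE2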
# Target sequence (P43116 whole entry, looked up): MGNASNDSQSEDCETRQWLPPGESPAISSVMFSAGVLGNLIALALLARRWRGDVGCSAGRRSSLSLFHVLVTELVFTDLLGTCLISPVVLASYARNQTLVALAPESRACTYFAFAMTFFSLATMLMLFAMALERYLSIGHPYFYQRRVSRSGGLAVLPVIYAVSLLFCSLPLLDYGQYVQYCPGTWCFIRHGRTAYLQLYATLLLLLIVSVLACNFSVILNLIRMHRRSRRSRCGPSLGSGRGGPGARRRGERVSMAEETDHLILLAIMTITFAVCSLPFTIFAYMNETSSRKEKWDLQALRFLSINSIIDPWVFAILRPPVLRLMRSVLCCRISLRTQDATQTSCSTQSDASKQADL
# Active calls of the source: *; i = inactive.
no.	molecule	TRPML3 agonist	TRPN1 ag	S1P4 ag	BaF3 tox	PERK inhibitor	Ba/F3 V617F tox	S1P4 antag	m-calpain inh	EP2 mod
1	COc1ccc(CCNC(=O)NC2CCCCC2)cc1	-0.3	0.4	0.5	6.2	1.2	0.0	13.1	-14.8	-10.5
2	COc1ccc(-n2nc(C(=O)NCC(=O)N3CCN(Cc4ccc5c(c4)OCO5)CC3)c3ccccc3c2=O)cc1OC	0.4	0.2	-0.1	9.1	-0.3	0.9	8.4	4.5	-21.4
3	CCOc1cc(C2C(C#N)=C(N)OC3CCCC(=O)C32)ccc1OCCN1CCOCC1 (centres undefined)	1.1	1.8	-0.5	5.8	0.8	-3.2	-31.2	-1.1	16.8
4	Cc1cc(NCc2ccc3c(c2)OCO3)n2nc(C)nc2n1	-0.1	-0.8	-0.1	10.3	0.2	1.4	-18.5	11.5	-0.1
5	O=C(COc1cccnc1[N+](=O)[O-])Nc1ccc2c(c1)CCC2	1.0	0.4	-0.6	-0.5	0.9	0.1	-1.9	7.5	-14.5
6	Cc1ccc(-c2nc(Cl)nc3ccccc23)cc1	-0.1	0.1	-0.3	8.3	1.2	0.3	-9.7	-71.2	47.0
7	O=C(Oc1ccc(C(=S)N2CCCCC2)cc1)c1ccccc1F	0.5	0.9	-0.1	5.0	0.6	3.2	11.5	34.9	-32.3
8	[N-]=C=C1C(=O)NC(=O)C([n+]2ccc(-c3ccncc3)cc2)C1c1ccccc1C(F)(F)F (centres undefined)	0.5	1.0	-0.3	2.9	-0.8	-3.0	-3.4	6.6	-30.3
9	CCOc1ccc(OCCn2c(=S)[nH]c3c(N)ncnc32)cc1	1.4	-0.7	-0.1	5.6	0.2	-2.4	0.9	-17.0	-5.0
10	Cc1ccc(S(=O)(=O)NNC(=O)NC23CC4CC(CC(C4)C2)C3)cc1	-0.1	-1.2	1.7	3.8	-0.7	-4.0	9.4	23.5	-5.7
11	Cc1cc(C)c(C)c(C(=O)CSc2nnc(-c3ccc4[nH]c(C)c(C)c4c3)o2)c1C	0.6	-0.1	0.7	1.4	0.7	-3.0	1.1	-52.0	-31.7
12	CCc1cccc(C)c1NC(=S)N(CCCN1CCN(C)CC1)Cc1cccs1	0.8	-0.2	0.3	1.2	0.2	-2.5	14.9	-23.6	7.5
13	COCCCNC(=O)c1cc(C(=O)c2c(-c3c(Cl)cccc3Cl)noc2C)c[nH]1	0.4	0.8	1.0	0.3	-0.4	3.1	8.5	-34.1	-17.6
14	COc1cccc(/C=N/Nc2cc(-n3nc(C)cc3-c3ccccc3)ncn2)c1O	0.1	1.8	-0.5	7.4	0.3	1.6	-11.8	-10.2	-15.0
15	CC(C)Cn1cnc2c(=O)oc3ccccc3c21	0.7	0.1	-0.3	1.5	0.7	-0.6	-5.1	7.4	5.4
16	COCCn1nnnc1C(C(C)C)N1CCCC(C)C1 (centres undefined)	1.1	2.0	-1.5	6.3	1.1	-1.8	9.7	5.1	19.9
17	COc1ccc(CNC(=O)COC(=O)CCC2CCCCC2)cc1	-0.3	0.2	1.8	-0.2	0.7	-3.4	3.5	18.2	-1.9
18	CC(=O)c1cn(CC(=O)NCc2ccc3c(c2)OCO3)c2ccccc12	1.4	1.4	2.4	5.2	-1.3	0.3	-11.3	-1.9	-5.5
19	COc1ccc(-c2[nH]ncc2CN2CCN(c3ccc(F)cc3)CC2)cc1	0.6	1.7	-0.4	-1.1	-1.4	-2.7	-1.0	5.7	-25.6
20	COC(=O)[C@H](CCSC)NC(=O)NCCC1=CCCCC1	-1.2	0.5	-0.5	-1.3	0.5	-3.5	-6.1	10.2	-2.9
21	O=C(c1cccc(F)c1)N1CCN(c2cc(N3CCCCC3)c(F)cc2[N+](=O)[O-])CC1	0.4	0.3	-2.5	-0.6	0.1	-0.9	-16.2	13.1	-5.2
22	COc1ccc(N=C2SC(C(=O)N3CCN(c4ccc([N+](=O)[O-])cc4)CC3)CC(=O)N2C)cc1 (centres undefined)	1.1	0.3	-0.4	11.2	2.2	-1.3	-1.3	-49.3	-65.4
23	COc1ccc(Oc2c(O)c3ccccc3n(C)c2=O)cc1	-1.0	1.0	1.2	4.4	0.9	3.4	5.6	13.8	24.1
24	CC1(C)O[C@@H]2C[C@H]3[C@@H]4CCC5=CC(=O)C=C[C@]5(C)[C@@]4(F)[C@@H](O)C[C@]3(C)[C@]2(C(=O)CO)O1	0.5	-0.2	-0.7	4.3	2.5	9.6	-17.6	0.4	5.6
25	Cc1ccc(NC(=O)Nc2ncccc2C)cc1	-0.9	-0.7	-0.3	1.9	0.7	1.4	-11.2	-23.8	1.2
26	COC(=O)CCC(=O)NNC(=O)CCC(=O)Nc1cccc(Cl)c1C	-0.1	0.1	0.5	3.0	-0.3	4.6	-6.9	-14.0	15.2
27	O=C(COc1ccc(-c2ccccc2)cc1)N1CCN(S(=O)(=O)Cc2ccccc2)CC1	1.8	-1.6	-0.3	-1.0	-0.9	-3.5	-10.3	-20.6	-17.9
28	CC(C)NC(=O)CSc1nncn1-c1ccccc1	0.2	0.6	1.8	5.5	0.0	-0.5	-8.8	-18.2	32.9
29	Cn1ncc(N=Cc2ccccc2O)c1C(=O)Nc1ccccc1	0.9	0.7	-1.5	-4.1	1.0	-0.8	-1.0	15.5	-13.5
30	CCOC(=O)CNC(=O)CSc1nnc(-c2cccc(C)c2)n1-c1ccc(OC)cc1	-0.6	-0.9	-0.5	0.5	-0.4	-3.7	-14.0	-29.8	6.7
31	O=C(CCN1C(=O)c2ccccc2C1=O)C1=NN[C@@H]2C(=O)N(c3cccc(F)c3)C(=O)[C@H]12	0.3	0.8	0.7	7.2	0.2	3.2	-23.9	21.6	21.6
32	COc1cc(C)c(S(=O)(=O)n2nnc3ccccc32)cc1C	0.7	0.1	5.0	-1.7	1.2	-3.5	-0.2	10.1	5.4
33	CCN(c1ccc(NC(=O)CCNC(=O)c2ccco2)cc1)C(C)C	0.4	-1.8	0.2	5.0	0.1	2.0	-9.3	4.7	7.7
34	Cc1ccc(OCCCNCCO)c(Br)c1	-0.1	-0.6	-4.1	2.9	0.2	1.1	-1.5	19.9	-34.7
35	COc1ccc(/C(O)=C2\C(=O)C(=O)N(Cc3ccco3)C2c2cc(OC)ccc2OC)cc1 (centres undefined)	0.3	0.4	-0.8	2.7	1.5	-0.9	-7.7	4.3	18.7
36	O=C1CCCC2=C1C(c1ccccn1)Nc1ccc(C(=O)c3ccccc3)cc1N2 (centres undefined)	0.4	-0.4	-1.7	6.3	-0.5	4.2	-21.4	24.6	-20.7
37	CCCc1nnc(SCc2ccc(C(=O)OC)o2)n1N	0.5	0.6	2.1	3.9	-0.4	0.8	-10.4	14.7	6.7
38	CCNc1ccc(C(=O)OCC(=O)NCc2ccccc2Cl)cc1[N+](=O)[O-]	0.7	0.2	0.8	2.5	1.6	-2.5	-2.6	23.1	33.5
39	C[C@H](NC(=O)c1ccccc1Cl)C(=O)NCc1cccs1	0.9	0.7	1.9	9.2	0.8	-1.1	-5.7	-4.4	1.1
40	Oc1ccc(Cl)cc1-c1cc(-c2ccccc2)n[nH]1	-0.6	1.3	3.2	4.7	1.2	0.2	1.1	-5.3	-5.6
41	N#Cc1sc2nc(-c3ccccc3)cc(-c3ccco3)c2c1N	0.0	-0.1	1.4	1.7	-0.1	2.6	-1.7	-347.6	31.0
42	CCN1CCN(C(=O)c2cc3cc4ccc(OC)cc4nc3s2)CC1	0.6	-0.1	3.4	5.0	-2.1	2.5	3.8	i	-8.9
43	Cc1cc2c(c(=O)o1)C(c1cccs1)C(C#N)=C(N)O2 (centres undefined)	0.1	-0.5	-0.3	3.7	0.8	0.6	-8.3	7.5	15.5
44	COc1ccc(-c2cc(C(F)(F)F)n3ncc(C(=O)NCC4CCCO4)c3n2)cc1 (centres undefined)	0.1	0.3	-0.9	-3.8	-0.4	-1.9	-25.1	-432.8	14.1
45	CSc1ccccc1C(=O)OCC(=O)NC1CCS(=O)(=O)C1 (centres undefined)	0.9	1.6	0.6	9.7	0.4	4.3	12.6	31.1	-17.8
46	CCOc1ncccc1C(=O)OCC(=O)Nc1ccc(C(C)C)cc1	-0.8	-1.6	0.9	1.8	-0.5	1.8	-19.4	-4.1	6.2
47	CCC(=O)Nc1cccc(-c2nnc(SCC(=O)NCc3ccco3)n2C)c1	0.4	0.6	1.2	1.0	0.2	-2.8	2.8	-20.1	-1.4
48	CCOc1ccc(C2CC(c3ccc(F)cc3)n3ncnc3N2)cc1 (centres undefined)	1.3	-0.3	-2.0	5.4	0.2	-1.4	11.9	11.2	-25.9
49	O=C(c1ccc(C(F)(F)F)cc1)C1CCCN(C(=O)c2cnccn2)C1 (centres undefined)	0.8	1.3	0.5	5.8	1.0	1.2	14.1	0.2	-10.5
50	Cc1ccc(-n2c(=O)cc(N3CC(C)CC(C)C3)[nH]c2=O)cc1 (centres undefined)	0.5	0.3	1.0	1.8	0.8	1.1	-14.1	9.4	0.7
51	O=C(O)c1ccc(Sc2nnc(-c3cccc(Br)c3)o2)c([N+](=O)[O-])c1	0.8	1.3	-3.2	2.7	1.8	-3.2	-10.8	-3.9	-0.1
52	COC(=O)c1nc2nc(-c3cccs3)cc(C(F)(F)F)n2n1	0.7	1.0	-0.3	3.5	2.3	-3.2	-26.5	-430.8	19.7
53	CC(=O)Nc1ccc(OS(=O)(=O)c2ccc(C(C)(C)C)cc2)cc1	0.0	-1.2	-0.4	6.9	-0.4	-1.6	14.1	-19.9	-50.7

# Record cards, from the list above.
# Listed for `CCC(=O)Nc1cccc(-c2nnc(SCC(=O)NCc3ccco3)n2C)c1` : TRPML3 agonist: 0.4; TRPN1 ag: 0.6; S1P4 ag: 1.2; BaF3 tox: 1.0; PERK inhibitor: 0.2; Ba/F3 V617F tox: -2.8; S1P4 antag: 2.8; m-calpain inh: -20.1; EP2 mod: -1.4
# Listed for `CC(=O)Nc1ccc(OS(=O)(=O)c2ccc(C(C)(C)C)cc2)cc1` : TRPML3 agonist: 0.0; TRPN1 ag: -1.2; S1P4 ag: -0.4; BaF3 tox: 6.9; PERK inhibitor: -0.4; Ba/F3 V617F tox: -1.6; S1P4 antag: 14.1; m-calpain inh: -19.9; EP2 mod: -50.7

# 4 of the entries above in order of their number in S1P4 ag, rising.
nr	SMILES	S1P4 ag
33	CCN(c1ccc(NC(=O)CCNC(=O)c2ccco2)cc1)C(C)C	0.2
31	O=C(CCN1C(=O)c2ccccc2C1=O)C1=NN[C@@H]2C(=O)N(c3cccc(F)c3)C(=O)[C@H]12	0.7
37	CCCc1nnc(SCc2ccc(C(=O)OC)o2)n1N	2.1
40	Oc1ccc(Cl)cc1-c1cc(-c2ccccc2)n[nH]1	3.2

# Screening data: PubChem, several laboratories
